K1F lysis inhibition: inhibition of K1F phage lysis, E. coli UTI89, bacterial capsule biogenesis inhibitors, alamar blue (AID 488966) | 0.02% of 340,000 active | E. coli UTI89 K1F phage lysis, alamar blue, 2 h; higher % means a stronger effect | inhibition, % at 100 µM; hits with a dose series show IC50 in µM;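 active means phage lysis inhibition, versus mean bacterial control, above a set limit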;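 further: capsule biogenesis inhibitors block K1F phage lysis so surviving cells raise fluorescence; higher fluorescence means more inhibition of phage lysis; actives were called in the ten point dose series up to 300 µM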
West Nile virus CPE: West Nile virus antiviral activity, cell-based, CPE readout (AID 1621). West Nile virus-infected cells, CPE inhibition; higher % means a stronger effect. 0.02% of 290,000 active. one-dose CPE inhibition, % at 10 µM; IC50 in µM for titrated hits; in the data active means a potency from the dose series; further: strong numbers were not always called active
* = called active by the depositor; nt = not tested or not shown; [ ] = another dose, or the depositor's remark. This is a subset; the hit share may differ from the screen's.

SMILES	K1F lysis inhibition	West Nile virus CPE
COc1cc(NC(=O)c2cc(=O)[nH]c3ccc(S(=O)(=O)N4CCOCC4)cc23)cc(OC)c1	0.5%[50 µM]	nt
Cc1ccc(/C=C/C(=O)OCC(=O)NCc2ccccc2)o1	1.1%[50 µM]	nt
Cn1c(N)cc(=O)n(C)c1=S	0.0%	nt
COc1ccc(-c2noc(CCC(=O)N3CCN(c4ccc(Cl)cc4)CC3)n2)cc1	0.1%	nt
Cc1ccc(NC(=O)CN(C)C(=O)c2ccccc2Cc2ccccc2)cc1	-0.1%[50 µM]	nt
Cc1ccc(NCCCn2ccc(NC(=O)OCc3ccccc3)nc2=O)cc1C	-0.2%	nt
CN(C)c1ncnc2c1ncn2CCn1cnc2c(N(C)C)ncnc21	1.9%	nt
COc1ccc2cc(C[C@@H]3CC[C@@H](CNC(N)=O)O3)ccc2c1	0.1%	nt
CC(=O)NCCc1ccc(-c2csc(NC(=O)C3CC(=O)N(C4CCCC4)C3)n2)cc1 (stereo not given)	1.4%[50 µM]	nt
O=C(O)c1c2cc(Br)ccc2nc2[nH]c(=O)[nH]c(=O)c12	0.0%	nt

Continued, overlapping the part above by 2 compounds.
SMILES	K1F lysis inhibition	West Nile virus CPE
CC(=O)NCCc1ccc(-c2csc(NC(=O)C3CC(=O)N(C4CCCC4)C3)n2)cc1 (stereo not given)	1.4%[50 µM]	nt
O=C(O)c1c2cc(Br)ccc2nc2[nH]c(=O)[nH]c(=O)c12	0.0%	nt
CNc1ccc(C=C2C=Cc3ccccc32)cc1	2.7%	nt
CC[C@H](C)[C@H]1CNC(=O)C(=O)N1CC1CCN(CCc2ccc(Cl)c(Cl)c2)CC1	0.1%	nt
COc1cccc(NC(=O)CN(C)C(=O)c2cc(-c3ccccc3)nc3ccc(C)cc23)c1	0.5%[50 µM]	nt
Cc1nn(-c2ccc(F)cc2)c(Cl)c1/C=C(/CC(=O)O)c1nc2ccccc2s1	-4.2%	nt
O=[N+]([O-])c1cccc(N=Nc2ccc(O)cc2O)c1	-4.7%	nt
CCOC(=O)C1CCCN(C(=O)COc2ccc(C(=O)c3ccccc3)cc2)C1 (stereo not given)	0.4%[50 µM]	nt
NC1=NC(c2ccccc2)CC(=O)N1 (stereo not given)	1.3%	nt
CN(C)C(=S)N=c1ssc(=S)n1Cc1ccco1	6.4%	nt
O=C(CN1C(=O)NC2(CCCC2)C1=O)OCC(=O)c1cccc(Cl)c1	1.2%[50 µM]	nt
Cc1cc(C)c(C(=O)c2ccccc2)c(C)c1	-0.9%	nt
CC(C)(C)NC(=O)C[C@H]1C[C@H](C(=O)N2CCOCC2)[C@@]2(CCC3CCCC3)c3[nH]c4cc(-c5ccco5)ccc4c3CCN2C1=O	0.1%	nt
Cc1cccc(C(=O)N=C2SC3CS(=O)(=O)CC3N2c2ccccc2)c1 (stereo not given)	1.0%[50 µM]	nt
CC(C)(C)N(Cc1ccc2c(c1)OCO2)C(=O)/C=C\S(=O)c1ccccc1 (stereo not given)	1.8%	nt
Cc1csc(=O)n1CCC(=O)OCC(=O)NNC(=O)c1ccc(Cl)cc1	-0.2%[50 µM]	nt
CCC(CCNC(=O)c1ccccc1)(CCNC(=O)c1ccccc1)[N+](=O)[O-]	-1.1%	nt
O=C(OC12CC3CC(CC(C3)C1)C2)c1ccc(NCc2cc(O)ccc2O)cc1	4.6%	nt
O=C(O)c1ccccc1C1c2ccccc2Oc2ccccc21	1.0%	nt
CC(Nc1cccc([N+](=O)[O-])c1)C(=O)Nc1ccc(S(=O)(=O)N2CCCC2)cc1 (stereo not given)	0.7%[50 µM]	nt
O=C(O)c1cc2ccccc2[nH]1	-1.0%	nt
COc1ccc(CNC(=O)c2cc(S(=O)(=O)N3CCCCC3)ccc2N2CCOCC2)cc1OC	0.1%[50 µM]	nt
COc1ccc(OC)c(NC(=O)CS(=O)(=O)Cc2ccccc2)c1	0.1%	-0.1%
CCOc1ccc(N(CC(=O)NCc2ccco2)C(=O)CCC(=O)Nc2ccccn2)cc1	0.1%	0.1%
COc1cccc(NC(=O)c2ccc3c(c2)OCCO3)c1	0.0%	0.2%
Fc1ccc(CNCC2CCCO2)cc1 (stereo not given)	0.2%	0.2%
Cc1cccc(NC(=O)c2ccc3c(c2)OCCO3)c1	0.1%	0.2%
CCCN1CCc2c(sc3nc(SCC)n(-c4ccccc4)c(=O)c23)C1	-0.2%	0.6%
C/C(=N/Nc1ccccc1[N+](=O)[O-])c1ccc(C)c([N+](=O)[O-])c1	0.3%	2.9%
COc1cccc(CC(NC(C)=O)C(=O)NC2CCN(C(=O)Nc3ccc(C)cc3)CC2)c1 (stereo not given)	0.1%	0.3%
CN(C(=O)c1cccc(OC2CCN(S(=O)(=O)N(C)C)CC2)c1)C1CCOC1 (stereo not given)	-3.6%	0.0%
CC1(C)Cc2c(cnn2-c2ccc(F)cc2)C(NC(=O)CCc2ccncc2)C1 (stereo not given)	2.5%	-0.4%
Cc1cc2oc(=O)cc(CN3CCN(Cc4ccccc4)CC3)c2cc1C	0.1%	-0.3%
O=C(O)c1ccccc1C(=O)N1CCN(Cc2ccc3c(c2)OCO3)CC1	-0.1%	0.5%
COCCC(=O)N1CCC(Oc2ccc(C(=O)N3C[C@@H](C)O[C@@H](C)C3)cc2)CC1	0.1%	-0.4%
COc1ccccc1NC(=O)NC1(C)CCS(=O)(=O)C1 (stereo not given)	0.8%	1.0%
Cc1ccc(CCNCc2c(C(=O)O)c(C)n(-c3ccccc3)c2C)cc1	0.1%	-0.1%
O=c1c2cn(Cc3ccc(F)cc3)c3ccc(F)cc3c-2nn1Cc1ccc(F)cc1	-0.1%	-0.7%
CC1CCCC(C)N1C(=O)CSc1nnnn1C1CCCC1 (stereo not given)	0.6%	0.2%
CCC(NC(=O)c1cc(COc2ccc(F)c(F)c2)on1)c1ccncc1 (stereo not given)	-5.9%	-0.5%
COc1cccc(OC)c1NC(=O)C1CCCN1C(=O)Nc1ccccc1Cl (stereo not given)	0.2%	1.1%
Cc1cc(NC(=O)c2c(Br)cnn2C)no1	-0.1%	-0.3%
CCS(=O)(=O)N1CCC(NC(=O)C(Cc2cccc(OC)c2OC)NC(C)=O)CC1 (stereo not given)	0.0%	0.4%
CC(NC(=O)CSc1ncn[nH]1)c1ccc(Cl)cc1Cl (stereo not given)	-0.3%	0.6%
Cc1cc(NC(=O)COc2ccc(C(C)(C)C)cc2)no1	0.2%	-0.1%
Cc1ccc(NC(=O)C(C)Sc2nnc(C)n2CC2CCCO2)cc1 (stereo not given)	-0.6%	0.0%
COC(=O)/C(C#N)=C/c1c(N2CCCCCC2)nc2c(C)cccn2c1=O	0.0%	0.1%
COC(=O)Cn1c(=O)c2c(nc3n2CC(C)CN3CCc2ccccc2)n(C)c1=O (stereo not given)	-0.1%	0.2%
CCOCCCN(C(=O)c1ccco1)C(C(=O)NC1CCCC1)c1ccc(OC)cc1 (stereo not given)	0.2%	-0.3%
CCOc1ccc(NC(=O)CSc2nc(NS(=O)(=O)c3ccc(C)cc3)cc(=O)[nH]2)cc1	0.0%	0.1%
Cc1nnc(C)c2c(C)n(-c3ccccc3)c(C)c12	0.2%	0.2%
CCOc1ccc(N(C(=O)c2snc(C(N)=O)c2N)C(C(=O)NCC2CCCO2)c2ccc(C)o2)cc1 (stereo not given)	0.0%	-0.5%

Ordered by formula weight (ascending): part of the list above.
SMILES	K1F lysis inhibition	West Nile virus CPE
Cc1nnc(C)c2c(C)n(-c3ccccc3)c(C)c12	0.2%	0.2%
CC(NC(=O)CSc1ncn[nH]1)c1ccc(Cl)cc1Cl (stereo not given)	-0.3%	0.6%
COC(=O)/C(C#N)=C/c1c(N2CCCCCC2)nc2c(C)cccn2c1=O	0.0%	0.1%
COC(=O)Cn1c(=O)c2c(nc3n2CC(C)CN3CCc2ccccc2)n(C)c1=O (stereo not given)	-0.1%	0.2%
CCS(=O)(=O)N1CCC(NC(=O)C(Cc2cccc(OC)c2OC)NC(C)=O)CC1 (stereo not given)	0.0%	0.4%
CCOc1ccc(NC(=O)CSc2nc(NS(=O)(=O)c3ccc(C)cc3)cc(=O)[nH]2)cc1	0.0%	0.1%
CCOc1ccc(N(C(=O)c2snc(C(N)=O)c2N)C(C(=O)NCC2CCCO2)c2ccc(C)o2)cc1 (stereo not given)	0.0%	-0.5%

Next section.
SMILES	K1F lysis inhibition	West Nile virus CPE
O=C(C1=C(O)C(=O)N(CCN2CCOCC2)C1c1cccc(O)c1)c1cc2ccccc2o1 (stereo not given)	0.0%	-0.3%
CCc1cccc(CC)c1NC(=O)CNCc1cccs1	-0.1%	1.1%
COc1cc2c(cc1OC)C(c1ccccc1)N(C(=O)C(C)(C)C)CC2 (stereo not given)	0.4%	-0.9%
O=C1CCC(C(=O)N2CCCO2)CN1Cc1cccc(C(F)(F)F)c1 (stereo not given)	0.0%	0.6%
CNC(=O)c1cc(S(=O)(=O)NC2CCCCCC2)ccc1C	0.2%	-0.4%
O=C(O)c1ccc(Cl)c(NCc2ccncc2)c1	-0.1%	0.3%
CC(=O)c1ccc(C(=O)N2CCCC(CO)(Cc3ccccc3C)C2)s1 (stereo not given)	-0.2%	-0.8%
COc1ccccc1N(CC(=O)NC1CCCCC1)C(=O)Cn1nnc(-c2ccc(C)o2)n1	0.0%	-0.3%
O=C(CSc1ccccn1)N1CCCC(Nc2ccccc2)C1 (stereo not given)	0.3%	0.0%
COc1cc2c(cc1OC)-c1cc(Nc3cccc(F)c3)nc(=O)n1CC2	-0.1%	-0.3%
CC(=O)Nc1ccc(S(=O)(=O)N2CCC(NC(=O)C(Cc3ccccc3F)NC(C)=O)CC2)cc1 (stereo not given)	0.3%	0.9%
CN(Cc1ccon1)C(=O)C1CCC(=O)N(CCc2ccc(Cl)cc2)C1 (stereo not given)	2.2%	0.7%
COc1ccc(-n2c(SC)nc3sc4c(c3c2=O)CCN(C)C4)cc1	0.3%	-0.4%
COCC(=O)N1CCC(Oc2ccc(C(=O)N3CCN(C)C[C@@H]3C(C)C)cc2)CC1	0.0%	0.1%
COCCCNC(=O)Cc1c(C)c2c(cc(C)c3c(C)c(C)oc32)oc1=O	0.4%	0.2%
OCCNc1ncnc2c1nnn2Cc1ccccc1	0.8%	0.2%
Cc1cccc(N(C(=O)c2ccco2)C(C(=O)NC2CCCC2)c2ccco2)c1C (stereo not given)	-0.3%	0.1%
Cc1cc(C)n(-c2ccc(NC(=O)C3CCCCN3Cc3cccc4c3OCO4)cc2)n1 (stereo not given)	0.4%	2.6%
COc1cc(SC)ccc1C(=O)Nc1ccc(OCC(=O)N2CCOCC2)cc1	0.0%	1.3%
CC(=O)NC(Cc1ccc(F)c(F)c1)C(=O)NC1CCN(S(=O)(=O)c2ccc(C)cc2)CC1 (stereo not given)	-0.1%	-0.2%
O=C(Nc1cccnc1Cl)c1cccc(S(=O)(=O)N2CCOCC2)c1	1.4%[50 µM]	-0.6%
CCC(C(=O)NC1CCCC1)N(C(=O)Cn1nnc(-c2ccc(C)o2)n1)c1ccc(F)cc1 (stereo not given)	0.1%	-0.1%
FC(F)Sc1ccc(NC(=S)N2CCN(c3ccccn3)CC2)cc1	0.5%	0.1%
Cn1ncc(Br)c1C(=O)NC1CCCCCCC1	0.0%	0.1%
Cc1ccc(OCC(=O)NCCCNC(=O)COc2ccc(C)cc2)cc1	0.2%	-0.7%
O=C(NCC(=O)N1CCN(c2ccccc2F)CC1)c1ccco1	-0.2%	-0.3%
CCOc1ccc(CN2CCNC(=O)C2CC(=O)NCCc2nc(C)c3c(n2)CCC3)cc1 (stereo not given)	3.2%	0.2%
COc1ccc(/C=C(\C#N)c2nc3ccccc3[nH]2)cc1O	0.0%	0.5%
COc1cccc(CC(NC(C)=O)C(=O)NC2CCN(C(=O)c3ccc(Cl)cc3)CC2)c1 (stereo not given)	0.1%	0.2%
O=C(CSc1nnc(CNc2ccc(F)cc2)n1CC1CCCO1)N1CCOCC1 (stereo not given)	0.1%	0.4%

One compound at a time (already shown).
O=C(NCC(=O)N1CCN(c2ccccc2F)CC1)c1ccco1 is listed as K1F lysis inhibition: -0.2%; West Nile virus CPE: -0.3%
CCC(C(=O)NC1CCCC1)N(C(=O)Cn1nnc(-c2ccc(C)o2)n1)c1ccc(F)cc1 (stereo not given) is listed as K1F lysis inhibition: 0.1%; West Nile virus CPE: -0.1%
CCOc1ccc(CN2CCNC(=O)C2CC(=O)NCCc2nc(C)c3c(n2)CCC3)cc1 (stereo not given) is listed as K1F lysis inhibition: 3.2%; West Nile virus CPE: 0.2%

Going on with the list:
SMILES	K1F lysis inhibition	West Nile virus CPE
CC(=O)c1cccc(S(=O)(=O)N2CCCC(c3nc4c(nnn4Cc4ccccc4Cl)c(=O)[nH]3)C2)c1 (stereo not given)	0.5%	0.3%
CCOCc1cc(CN2CCC(n3nccc3NC(=O)C3CC3)CC2)ccc1OC	0.1%	-0.7%
CC(=O)c1c(O)c(C)c(O)c2c1OC1=CC(=O)C(C(C)=O)C(=O)[C@@]12C (stereo not given in full)	1.9%	0.0%
COc1cc(C(=O)N/C(=C\c2cn(C)c3ccccc23)C(=O)N2CCN(C)CC2)cc(OC)c1OC	0.8%	1.6%
COc1ccc(CCN2CC(C(=O)N(C)Cc3c(C)n[nH]c3C)CCC2=O)cc1 (stereo not given)	0.2%	0.7%
O=C(CC1S/C(=N/N=C2CCCCCC2)NC1=O)Nc1ccccc1F (stereo not given)	-0.1%	-0.6%
Cc1nc2ccc(C(=O)OCc3nnc(-c4ccccc4)o3)cc2nc1C	-0.5%	-0.6%
CCC(=O)Nc1ccc(NC(=O)CSc2nnnn2Cc2ccccc2)cc1C	0.4%	0.2%
Cc1ccc(-c2nnn(CC(=O)N(CC(=O)NC3CCCCC3)c3cccc(F)c3)n2)o1	0.4%	-0.5%
NC(=O)c1nsc(C(=O)N(Cc2ccccc2Cl)C(C(=O)NCC2CCCO2)c2ccc(O)cc2)c1N (stereo not given)	0.1%	-0.1%
COc1ccc(C)cc1N(CC(=O)NC1CCCC1)C(=O)Cn1nnc(-c2ccc(C)o2)n1	-0.1%	0.1%
